# Screens as filed in PubChem BioAssay.
# TDP2 inh – human TDP2 enzyme inhibitors, primary screen, biochemical, epi absorbance, recombinant enzyme; T5PNP hydrolysis, p-nitrophenol absorbance 415 nm; inhibition, % at 12.8 µM; 370,000 tested, 0.34% active; AID 720702, 2013;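 active = inhibition above the mean of all tested compounds plus 3 SD, set per campaign, cut at about 25% in these data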;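 also: 0% = DMSO with enzyme and 100% = buffer with substrate but no TDP2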
#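 Incubation: 2 h at 37 °C; Test system: recombinant human TDP2; Quantity: enzyme 120 nM; Read-out basis: percent inhibition; Medium: 50 mM Tris-HCl pH 7.5 with Mg2+, KCl, DTT, BSA; Repeats: single replicate; Compound: 12.8 µM single point, 1% DMSO; Signal: epi absorbance; Reagent: 5 mM T5PNP chromogenic substrate; Benchmarks: no-enzyme high, DMSO-plus-enzyme low.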
# PLC-beta3 inh – human PLC-beta3 inhibitors, primary screen, biochemical, fluorescence; Purified PLC-beta3, fluorogenic substrate; AID 720704, 2013; 1-phosphatidylinositol 4,5-bisphosphate phosphodiesterase beta-3 (Homo sapiens), Q01970; inhibition, % at 12.2 µM; 370,000 tested, 0.18% active; in the data active = inhibition above about 11%;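 also: 0% = median of compound wells on plate and 100% = full blocker control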
# ARFGAP1 inh – inhibitors of rat ARFGAP1 GAP activity, primary screen, biochemical, fluorescence polarization, GDP tracer; inhibition, % at 16.5 µM; Arfgap1-stimulated ARF1 GTP hydrolysis, GDP FP detection; ADP-ribosylation factor GTPase-activating protein 1 (Rattus norvegicus), Q62848; 360,000 tested, 0.26% active;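 active = inhibition above a per-plate limit, mean inhibition of low control wells plus 3 SD, cut at about 25% in these data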;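 also: 0% = DMSO wells with enzyme and 100% = wells lacking Arfgap1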
#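 Repeats: one replicate per compound; assay system: rat Arfgap1 catalytic domain, aa 1-136; times: enzyme reaction 120 min at 25 °C after 20 min preincubation; detection: FP of antibody-bound GDP Alexa 633 tracer, ex 620/em 688 nm; benchmarks: high control wells lacking Arfgap1, low control full reaction with DMSO; reagent: human ARF1(Δ1-17)-GTP substrate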
# ADAM10 inh – human ADAM10 inhibitors, primary screen, biochemical, QFRET, HTS; 370,000 tested, 0.62% active; Disintegrin and metalloproteinase domain-containing protein 10 (Homo sapiens), O14672; recombinant ADAM10, EDANS/DABCYL FRET peptide cleavage, 3 h; AID 720582, 2013; inhibition, % at 7 µM;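 active = inhibition above a per-campaign cutoff equal to the mean of compounds falling between control-based bounds plus 3 SD, cut at about 20% in these data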;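 also: 0% = DMSO wells while the 100% control is not disclosed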
# ASAP1 GAP inh – inhibitors of human ASAP1 ArfGAP activity, primary screen, biochemical, fluorescence polarization; ASAP1-stimulated ARF1 GTP hydrolysis, GDP FP detection; 360,000 tested, 0.19% active; Arf-GAP with SH3 domain, ANK repeat and PH domain-containing protein 1 (Homo sapiens), …; AID 624377, 2012; inhibition, % at 16.5 µM; in the data active = inhibition above about 25%;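 also: 0% = vehicle with enzyme and substrate and 100% = no enzyme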
# SIAE inh – human SIAE inhibitors, primary screen, biochemical, fluorescence polarization, FP-Rh probe, 1536-well HTS. SIAE FP-Rh probe binding. inhibition, % at 9.66 µM. 370,000 tested, 0.69% active. AID 1053197, 2014;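 active = inhibition above a cutoff: mean of compounds within the control limits plus 3 SD of those, cut at about 17% in these data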;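 also: 0% = plate median of compound wells and 100% = probe without SIAE protein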
# Tn6 DDE FP – inhibitors of Tn6 peptide binding to fibrin DD(E), primary screen, biochemical, fluorescence polarization, human fibrin, Tn6 probe. Fibrin DD(E) TRITC-Tn6 fluorescence polarization displacement. inhibition, % at 8.3 µM. 370,000 tested, 0.21% active. AID 720509, 2013;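 active = inhibition above a per-campaign cutoff: mean of compounds within control limits plus 3 SD, cut at about 15% in these data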;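 also: 0% = median of all compound wells on the plate and 100% = blocking peptide control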
# PLCg1 inh – PLC-gamma1 enzyme inhibitors, primary screen, biochemical, fluorescence, purified enzyme. 1-phosphatidylinositol 4,5-bisphosphate phosphodiesterase gamma-1 (Homo sapiens), P19174. inhibition, % at 12.2 µM. fluorogenic substrate. 370,000 tested, 0.84% active; in the data active = inhibition above about 9.5%
# Target sequence (P19174 whole entry, looked up): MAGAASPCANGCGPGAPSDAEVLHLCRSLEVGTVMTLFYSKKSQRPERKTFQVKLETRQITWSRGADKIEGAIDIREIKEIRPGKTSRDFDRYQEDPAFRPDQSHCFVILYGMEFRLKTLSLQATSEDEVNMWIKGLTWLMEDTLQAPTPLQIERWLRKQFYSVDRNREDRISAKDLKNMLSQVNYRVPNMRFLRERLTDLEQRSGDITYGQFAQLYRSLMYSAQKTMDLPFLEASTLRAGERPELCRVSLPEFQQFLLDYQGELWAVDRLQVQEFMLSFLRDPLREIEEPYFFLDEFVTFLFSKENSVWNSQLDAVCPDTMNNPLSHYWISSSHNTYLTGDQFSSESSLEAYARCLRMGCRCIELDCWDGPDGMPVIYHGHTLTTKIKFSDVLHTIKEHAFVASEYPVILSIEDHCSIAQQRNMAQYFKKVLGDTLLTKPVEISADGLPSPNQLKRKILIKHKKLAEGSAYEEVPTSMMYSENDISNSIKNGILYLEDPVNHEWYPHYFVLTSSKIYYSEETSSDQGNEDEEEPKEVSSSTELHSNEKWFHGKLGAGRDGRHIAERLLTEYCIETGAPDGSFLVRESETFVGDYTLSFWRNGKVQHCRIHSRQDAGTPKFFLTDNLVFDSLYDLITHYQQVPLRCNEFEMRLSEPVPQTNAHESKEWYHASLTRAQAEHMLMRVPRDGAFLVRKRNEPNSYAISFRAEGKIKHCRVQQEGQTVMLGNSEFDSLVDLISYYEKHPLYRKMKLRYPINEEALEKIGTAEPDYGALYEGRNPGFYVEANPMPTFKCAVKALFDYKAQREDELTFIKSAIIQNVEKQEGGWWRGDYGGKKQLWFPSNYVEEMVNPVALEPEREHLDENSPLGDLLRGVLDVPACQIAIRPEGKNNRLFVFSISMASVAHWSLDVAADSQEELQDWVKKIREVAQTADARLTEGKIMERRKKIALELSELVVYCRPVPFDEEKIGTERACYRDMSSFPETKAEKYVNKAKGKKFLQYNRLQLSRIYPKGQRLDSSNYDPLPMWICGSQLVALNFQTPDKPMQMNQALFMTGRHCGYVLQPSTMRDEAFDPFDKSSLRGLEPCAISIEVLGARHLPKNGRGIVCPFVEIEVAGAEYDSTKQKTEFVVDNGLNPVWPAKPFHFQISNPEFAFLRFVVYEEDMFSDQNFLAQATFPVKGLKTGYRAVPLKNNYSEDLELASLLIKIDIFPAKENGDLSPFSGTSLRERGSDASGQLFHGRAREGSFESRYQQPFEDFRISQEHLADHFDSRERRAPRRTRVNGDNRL
# Tn7 DDE FP – inhibitors of Tn7 peptide binding to fibrin DD(E), primary screen, biochemical, fluorescence polarization, human fibrin, Tn7 probe; Fibrinogen beta chain (Homo sapiens), P02675; FP displacement of FITC-Tn7 peptide from fibrin DD(E); 0% = median of compound wells per plate; inhibition, % at 8.3 µM; 370,000 tested, 0.13% active;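 active = inhibition above the mean of compounds falling within the control limits plus 3 SD of them, cut at about 14% in these data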;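 also: 0% = plate median of compound wells and 100% = 10 µM Aha-Tn7 peptide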
#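 System: human fibrin DD(E); quantity: Fibrin-DD(E) at 2 µM final; also added: fluorescent Tn7 probe at 0.1 µM; compound dosing: single nominal test concentration of 8.3 µM per compound; schedule: 10 min preincubation, 3 h with tracer, room temperature; detection: fluorescence polarization of the labelled Tn7 tracer; repeats: one replicate per compound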
# ADAM17 inh – ADAM17 inhibitors, primary screen, biochemical, QFRET | Disintegrin and metalloproteinase domain-containing protein 17 (Homo sapiens), P78536 | 370,000 tested, 0.83% active | inhibition, % at 6.95 µM | recombinant ADAM17, EDANS/DABCYL FRET peptide cleavage;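 active = inhibition above the mean of compounds lying between control limits plus 3 SD, set per campaign, cut at about 8.5% in these data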;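 also: 0% = DMSO-only wells as the low control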
# An asterisk follows results filed as active; i = inactive.
# Each structure is followed by: TDP2 inh	PLC-beta3 inh	ARFGAP1 inh	ADAM10 inh	ASAP1 GAP inh	SIAE inh	Tn6 DDE FP	PLCg1 inh	Tn7 DDE FP	ADAM17 inh
(1) CC(=O)N1N=C(c2ccccc2)OC1(C)CC(=O)Nc1ccccc1 (configuration not stated)
    0	2	-14	-8	-22	-2	-2	-1	4	-1
(2) COc1ccccc1C(=O)Nc1c2c(nn1-c1ccc([N+](=O)[O-])cc1)CS(=O)(=O)C2
    12	-1	-7	-5	-5	-2	0	0	2	-2
(3) COC(=O)[C@H](CC(C)C)NC(=O)Cn1cnc(C(=O)Nc2ccc(C)c(C)c2)n1
    2	2	-2	-7	-3	14	5	1	4	-1
(4) CC/C(=N\NC(=O)c1c(C)nc2ccccn12)c1ccccc1
    -14	-7	17	-8	6	0	-2	-2	4	-5
(5) Cc1cccnc1
    -10	2	-4	1	2	0	-2	7	-10	2
(6) O=C(Nc1nc2c(Cl)cccc2s1)c1ccc(Br)o1
    -1	-56	0	-22	-5	0	1	-37	0	-11
(7) CCOC(=O)c1c(-c2ccccc2)csc1NC(=O)c1cccc(N2C(=O)CCC2=O)c1
    8	-12	-1	-4	-12	-13	8	-10	2	0
(8) COc1ccccc1N1CCN(C2CCCN(C(=O)c3ccsc3)C2)CC1 (configuration not stated)
    -6	-12	-3	-9	-6	-2	3	-1	7	-1
(9) Cc1cc(C)cc(NC(=S)NCc2ccc3[nH]c4c(c3c2)CCCC4)c1
    -2	-59	19	-25	16	17*	3	-51	-3	-6
(10) NS(=O)(=O)c1ccc(NC(=O)NC2CCCCC2)cc1
    9	3	-14	-1	16	-10	-2	3	6	-2
(11) Cc1ccc(C(=O)COC(=O)c2cc(Cl)nc3ccccc23)cc1
    5	1	-2	-7	8	-12	12	2	-4	0
(12) CC(NC(=O)OC(C)(C)C)C(=O)NC(CCC(=O)OCc1ccccc1)C(N)=O (configuration not stated)
    3	0	13	-3	1	1	9	-2	1	1
(13) Nc1cc(=O)[nH]c(SCC(=O)Nc2cc(S(=O)(=O)N3CCCCCC3)ccc2Cl)n1
    3	0	-11	-13	-6	-16	-2	-1	5	-3
(14) CC1(C(=O)NS(=O)(=O)C2CC2)CCN(C(=O)c2c(F)cccc2F)C1 (configuration not stated)
    -7	0	7	-16	-8	2	0	0	-3	-2
(15) CNC(=S)N1N=C(c2ccc(Br)cc2)CC1c1ccc(OC)cc1 (configuration not stated)
    -3	1	-4	12	8	-7	-7	-3	4	5
(16) COc1ccc(-c2nnc3sc(C4CCCCC4)nn23)cc1OC
    -14	1	8	-3	-5	-8	5	-1	-1	-3
(17) COc1ccc(CCC(=O)NCCS(=O)(=O)N2CCN(c3ccc(F)cc3)CC2)cc1
    -6	-1	-13	0	2	2	-4	-2	-3	0
(18) Cc1onc(-c2ccccc2)c1C(=O)OCC(=O)Nc1ccc(Cl)cc1
    -3	-3	3	12	17	-7	-2	2	-6	8
(19) CCOc1ccc(N(CC(=O)Nc2c(C)cc(C)cc2C)C2=NC3CS(=O)(=O)CC3S2)cc1 (configuration not stated)
    -5	-1	3	-6	13	-4	-3	0	-4	0
(20) CCc1ccc(NC(=O)C(C)OC(=O)Cc2cc(OC)c(OC)c(OC)c2)cc1 (configuration not stated)
    -9	3	-3	-2	6	2	5	0	0	2
(21) COc1cc(CNCc2ccc(OC)c(OC)c2OC)cc(OC)c1
    3	0	1	5	-13	3	7	5	-1	2
(22) Cc1cc(C)c(S(=O)(=O)N2C=CC(C(F)(F)F)=NCC2)c(C)c1
    -12	3	-3	6	-14	-6	-2	8	-4	4
(23) O=C(COC(=O)COc1ccc(Cl)cc1Br)NC1CCCC1
    2	2	6	6	-4	0	-3	1	5	2
(24) Nc1nc(SC23CC4CC(CC(C4)C2)C3)ns1
    -7	6	8	2	9	2	-1	2	-1	-3
(25) O=[N+]([O-])c1ccccc1S(=O)(=O)NCCc1ccncc1
    3	3	-3	2	3	4	2	3	2	-1
(26) O=C(O)CCC(=O)N1CCc2cc(S(=O)(=O)NCc3ccc(Cl)cc3)ccc21
    -3	-7	4	-4	-6	6	9	-3	4	-1
(27) CC(C)Oc1ccc(CN2CCC(n3nccc3NC(=O)c3cccnc3)CC2)cc1
    -5	-7	1	-5	-11	-1	2	0	5	-2
(28) CC1CCCN(C(=O)CN2C(=O)NC3(CCCCC3C)C2=O)C1 (configuration not stated)
    14	0	-2	5	0	5	-1	4	-2	0
(29) CCOC(=O)c1c(NC(=O)C(=O)N/N=C/c2ccccc2O)sc2c1CCCCC2
    -3	1	-3	2	-13	-2	-2	-2	2	0
(30) CN(C)c1cccc2c(S(=O)(=O)NC(=O)[C@H]3O[C@@H](n4cnc5c(N)ncnc54)[C@H](O)[C@@H]3O)cccc12
    12	i	0	-71	-5	56*	-2	i	-3	-15

# An excerpt from above in order of molar mass, ascending.
# Each structure is followed by: TDP2 inh	PLC-beta3 inh	ARFGAP1 inh	ADAM10 inh	ASAP1 GAP inh	SIAE inh	Tn6 DDE FP	PLCg1 inh	Tn7 DDE FP	ADAM17 inh
(24) Nc1nc(SC23CC4CC(CC(C4)C2)C3)ns1
    -7	6	8	2	9	2	-1	2	-1	-3
(4) CC/C(=N\NC(=O)c1c(C)nc2ccccn12)c1ccccc1
    -14	-7	17	-8	6	0	-2	-2	4	-5
(25) O=[N+]([O-])c1ccccc1S(=O)(=O)NCCc1ccncc1
    3	3	-3	2	3	4	2	3	2	-1
(28) CC1CCCN(C(=O)CN2C(=O)NC3(CCCCC3C)C2=O)C1 (configuration not stated)
    14	0	-2	5	0	5	-1	4	-2	0
(16) COc1ccc(-c2nnc3sc(C4CCCCC4)nn23)cc1OC
    -14	1	8	-3	-5	-8	5	-1	-1	-3
(21) COc1cc(CNCc2ccc(OC)c(OC)c2OC)cc(OC)c1
    3	0	1	5	-13	3	7	5	-1	2
(18) Cc1onc(-c2ccccc2)c1C(=O)OCC(=O)Nc1ccc(Cl)cc1
    -3	-3	3	12	17	-7	-2	2	-6	8
(3) COC(=O)[C@H](CC(C)C)NC(=O)Cn1cnc(C(=O)Nc2ccc(C)c(C)c2)n1
    2	2	-2	-7	-3	14	5	1	4	-1
(26) O=C(O)CCC(=O)N1CCc2cc(S(=O)(=O)NCc3ccc(Cl)cc3)ccc21
    -3	-7	4	-4	-6	6	9	-3	4	-1
(2) COc1ccccc1C(=O)Nc1c2c(nn1-c1ccc([N+](=O)[O-])cc1)CS(=O)(=O)C2
    12	-1	-7	-5	-5	-2	0	0	2	-2

# Next part
# Each structure is followed by: TDP2 inh	PLC-beta3 inh	ARFGAP1 inh	ADAM10 inh	ASAP1 GAP inh	SIAE inh	Tn6 DDE FP	PLCg1 inh	Tn7 DDE FP	ADAM17 inh
(31) CCc1ccc(CNc2ccc3c(c2)ncn3C)cc1
    -3	-76	-2	-38	-26	2	-9	-50	4	-19
(32) CN(CC(=O)Nc1ccc(F)c(F)c1F)C(=O)C1CCN(C(=O)Nc2ccccc2)CC1
    11	-4	3	-5	-2	2	5	3	-5	-3
(33) CCCc1nc2c(C)ccc(C)c2c(N)c1CC
    -13	-9	2	-34	-2	-3	-1	-7	4	-10
(34) COCc1cccc(-c2csc(C(O)c3ccc(OC)cc3)n2)c1 (configuration not stated)
    2	1	15	4	-6	-3	4	4	-1	0
(35) CCNc1nc(SCC(N)=O)nc2sc3c(c12)CCN(C)C3
    -2	-98	15	-240	-12	2	-5	-71	-7	-106
(36) Cc1ccc(S(=O)(=O)N2CCCCC2)cc1NC(=O)c1cc(=O)[nH]c2ccccc12
    5	-18	-1	-27	-1	0	-3	-8	4	-12
(37) Nc1c(-c2ccccc2)cnn1-c1ccc(C(=O)O)cc1
    15	-1	-1	-11	-3	1	-8	-1	0	-5
(38) OCCC1CN(Cc2ccc3c(c2)CCO3)CCN1Cc1ccc(F)cc1 (configuration not stated)
    -7	-7	4	-12	5	-6	0	0	3	-6
(39) COc1ccc(S(=O)(=O)N2CCN(Cc3cccc(OC)c3)CC2)cc1
    3	-4	1	-1	1	-5	-3	1	6	0
(40) O=C(Nc1ccccc1Cl)c1cc(C2CCCN(C(=O)c3cccs3)C2)on1 (configuration not stated)
    -3	0	-12	-7	1	-4	6	-2	5	5
(41) Cc1nnc(NC(=O)CSc2nnc(C(C)NC(=O)c3ccccc3F)n2C)s1 (configuration not stated)
    7	-2	5	2	-8	1	0	-3	12	-2
(42) Cc1noc(C)c1CS(=O)(=O)c1ccc(Br)cc1
    -9	-9	8	-12	6	-9	-6	6	1	-3
(43) C=CCn1c(SCC(=O)c2ccc(O)c(O)c2)nnc1-c1ccc(C)cc1
    -2	0	-3	1	9	11	-5	1	-5	0
(44) Cc1cccc(N(CC(=O)NC2CCCC2)C(=O)CCCC(=O)Nc2ccccn2)c1
    -9	1	-8	1	-10	-3	-6	0	4	2
(45) CCc1nc2ccc(C(=O)N(C)CCCN(C)C)cn2c1N(CC)CCOC
    3	0	11	-12	2	2	-2	3	0	1
(46) O=C(NC1CCCCC1)c1cccnc1Sc1ccccc1Cl
    -1	-5	2	-14	9	-3	-2	1	1	-2
(47) CCOc1ccc(Oc2cc(N)cc([N+](=O)[O-])c2)cc1
    4	3	0	5	15	0	0	1	-1	2
(48) C[C@@H]1CCCCO[C@H](CN(C)C(=O)c2ccccc2)[C@@H](C)CN([C@H](C)CO)C(=O)c2cc(NC(=O)c3ccncc3)ccc2O1
    5	0	5	-7	6	-7	2	1	-11	-3

# Rows were taken by chance; overall some 3.6% were active at least once.
